Compound activity as filed in PubChem.
STAT1 activator: STAT1 signaling activation. NIH 3T3 STAT1-luciferase reporter, IFN-gamma, luminescence; 100% = IFN-gamma alone, no compound. activation (% of control), % at 5.5 µM. 2.6% of 200,000 active;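 active = activation above the screen-wide mean activation plus 3 SD, cut at about 130% in these data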;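 also: raw ratio to IFN-gamma control signal so 100% means no change and 0% no light; values of inactives mirror those of a sister screen read the other way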
Redox H2O2 prof: compounds producing H2O2 with reducing agent – biochemical, NIH compound library profiling, artefact control for MLSCN library redox annotation, primary screen | DTT-dependent redox cycling H2O2, phenol red/HRP absorbance; 100% = 100 µM peroxide control, 0% = buffer | activation, % at 10 µM | 0.03% of 200,000 active | AID 878;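 active = activation of at least 50% relative to the plate's high and low controls in the primary single-dose screen; inactive = activation below 50%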;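 also: compound incubated with DTT at 0.8 mM final as the reducing agent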
NF-kB neuron act: compounds increasing NF-kB expression in human neuronal cells; 1.6% of 190,000 active; fold change at 12.5 µM; NF-kB reporter expression; hits give high values; AID 1239; in the data active = fold change above about 3.3
FLuc stim CS: affects firefly luciferase, flagging false hits in luciferase stimulation screens; 200,000 tested, under 10 active; activation factor at 10 µM; ATPlite luciferase biochemical, luminescence, 10 min; 0 = ATP-free wells, 1 = DMSO control; AID 1027;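 active = luciferase activation factor, scaled between plate controls, of at least 2 with compound at 10 µM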
Target sequence (P08659 whole entry, looked up): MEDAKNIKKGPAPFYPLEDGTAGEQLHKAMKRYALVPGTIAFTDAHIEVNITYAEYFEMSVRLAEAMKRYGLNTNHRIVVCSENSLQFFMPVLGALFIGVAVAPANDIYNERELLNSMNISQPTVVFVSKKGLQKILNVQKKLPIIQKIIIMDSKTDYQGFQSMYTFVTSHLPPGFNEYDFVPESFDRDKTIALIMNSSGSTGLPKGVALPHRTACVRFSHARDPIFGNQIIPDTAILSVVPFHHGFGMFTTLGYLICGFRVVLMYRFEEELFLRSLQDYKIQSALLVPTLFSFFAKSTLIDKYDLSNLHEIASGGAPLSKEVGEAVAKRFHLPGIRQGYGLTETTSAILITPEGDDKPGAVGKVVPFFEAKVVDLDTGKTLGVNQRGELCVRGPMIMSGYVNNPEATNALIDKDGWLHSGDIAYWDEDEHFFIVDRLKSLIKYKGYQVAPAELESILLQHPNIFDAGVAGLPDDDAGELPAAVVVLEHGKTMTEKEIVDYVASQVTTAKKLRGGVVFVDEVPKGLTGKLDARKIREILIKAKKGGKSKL
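assay system = Luciferase/luciferin detection reagent, cell-free biochemical luciferase assay | also added = ATP substrate | times = 10 min post-reagent at room temperature | measured by = luminescence from luciferase reaction | measure = luciferase activation, seen as luminescence increase over controls | benchmarks = low control with PBS replacing ATP, high control enzyme plus ATP without compound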
FLuc inh counter: inhibits firefly luciferase, flagging false hits in luciferase inhibition screens. ATPLite firefly luciferase biochemical luminescence, 10 min. inhibition, % at 10 µM. 1.5% of 200,000 active. AID 1006;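 active = inhibition above about 50% when tested at 10 µM, limit read from the data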
Hsp70 act: switches on Hsp70 transcription; HeLa Hsp70 promoter luciferase reporter, luminescence; scaled: vehicle 0, proteasome-inhibitor control 100%; activation, % at 10 µM; 0.04% of 200,000 active; AID 1203;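 active = activation above the mean across all tested compounds plus 3 SD, cutoff set per campaign, cut at about 5.5% in these data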;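 also: 100% = MG132 at 30 µM as the positive control and 0% = DMSO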
G6PDH CS: inhibits Leuconostoc G6PDH, flagging false hits in G6PDH-based assays. Purified L. mesenteroides G6PDH, diaphorase/resazurin coupled fluorescence, 45 min. inhibition, % at 5 µM. 0.12% of 200,000 active; in the data active = inhibition above about 50%
APP 5'UTR act: APP 5'UTR luciferase reporter activation. SH-SY5Y APP 5'UTR luciferase reporter, luminescence; zero percent = DMSO vehicle wells. activation, % at 2 µM. 1% of 190,000 active. AID 1276;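 active = activation above a set limit, based on mean plus 3 SD of controls, cut at about 140% in these data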; also: values of inactives mirror those of a sister screen read the other way
APP transl inh: APP translation inhibition; inhibition, % at 2 µM; AID 1285; 0.82% of 190,000 active; SH-SY5Y APP 5'UTR-luciferase reporter, luminescence;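 active = inhibition above a set limit, derived from the sample mean plus 3 SD, cut at about 45% in these data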; also: values of inactives mirror those of a sister screen read the other way
Efa HMGR inh: E. faecalis class II HMG-CoA reductase inhibition. purified E. faecalis HMGR, NADPH absorbance 340 nm kinetic. inhibition, % at 10 µM. 0.41% of 190,000 active;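 active = inhibition above a set limit, the median over all tested compounds plus 3 SD, cut at about 9.5% in these data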;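 also: enzyme runs in reverse so mevalonate oxidation gives rising NADPH absorbance; 0% = complete reaction with DMSO and 100% = background rate lacking mevalonate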
Numbers without * were called inactive; . = no result given.

SMILES	STAT1 activator	Redox H2O2 prof	NF-kB neuron act	FLuc stim CS	FLuc inh counter	Hsp70 act	G6PDH CS	APP 5'UTR act	APP transl inh	Efa HMGR inh
COc1cc(NC(=O)CCc2ccccc2)nc(OC)n1	106	1.4	1.4	1	0	-0.4	-5	12	-12	-5
COc1ccccc1NCC(=O)n1nc(C)cc1C	100	-0.5	1.2	1	0	0.2	8	7	-7	2
N#Cc1nc(COc2ccc(Br)cc2)oc1N1CCCCCC1	104	-1.5	1.1	1	0	-0.1	-4	-2	2	-3
CC(=O)C(Cc1ccc(Cl)nc1)Cc1ccc(Cl)nc1	106	5.4	1	1	-4	-0.4	8	0	0	-2
Cc1cccc(C)c1OCC(=O)Nn1c(COc2ccccc2)nc2ccccc2c1=O	93	0.1	0.74	1.1	-5	0.7	0	-17	17	-2
Cc1ccc(C(=O)NCCNC(=O)CN2CCCC2)cc1	100	-1.5	1.1	1.1	-13	0.0	1	-16	16	-8
Cn1c(C(=O)NCc2cccs2)cc2c(=O)n(C)c3ccccc3c21	110	-0.6	1.1	1	0	-0.1	-5	7	-7	-6
CCOC(=O)CSc1nnc(CNC(=O)c2ccc(OC)cc2OC)n1C	93	1.2	1.1	1	-1	0.1	10	-6	6	1
Cc1c(CN2CCc3c([nH]c4ccccc34)C2C2CCCCC2)cnn1C (stereo unspecified)	94	-1.2	0.79	1.1	-6	-0.3	8	7	-7	19*
COc1ccc(C2C3=C(CCCC3=O)Nc3c(-c4ccccc4)c(C)nn32)cc1 (stereo unspecified)	98	-0.3	0.75	1	-5	-0.2	-5	1	-1	-2
COC(=O)CNC(=O)C(C)NC(=O)CNC(=O)OCc1ccccc1 (stereo unspecified)	101	1.7	1.1	1.1	-7	0.0	0	-1	1	-4
COC(=O)CN(c1ccc(OC)cc1)S(=O)(=O)c1ccc(OC)c(OC)c1	100	1.9	0.86	1.1	-8	-0.3	-20	-7	8	-6
O=C1c2ccccc2C(=O)c2cc(S(=O)(=O)Nc3ccccc3)ccc21	99	0.3	0.7	1.1	-8	-0.4	41	-2	2	5
COc1ccc(NC(=O)/C(Cl)=C(/Cl)S(=O)(=O)Cc2ccc(C)cc2)cn1	133*	-0.1	0.17	1.1	-6	2.8	-2	-86	86*	-3
CSc1cc(C)nc(N(C)C(C)=O)n1	98	-0.4	0.85	1	-4	0.1	6	6	-6	1
COC(=O)C1c2ccccc2-c2ccccc21	97	-0.5	1.1	1.1	-5	0.2	4	0	0	-3
CCc1ccc(NC(=O)Cn2c(SC)nc3ccccc32)cc1	92	-2.7	1.2	1	-2	-0.3	10	-8	8	-5
CC(=O)c1c(C)n(CC(=O)NCc2ccco2)c2ccccc12	89	0.4	1.1	1.1	-10	-0.1	4	-12	12	0
C/C(CC(C)C)=N\NC(=O)Nc1ccccc1	120	0.6	1.6	0.9	6	0.0	5	8	-8	3
COc1cc(C(=O)Nc2ccc3c(c2)C(=O)N(CCC(=O)O)C3=O)cc(OC)c1OC	99	0.8	1	1	0	-0.3	4	-5	5	-4
COc1ccc(/C=N/n2cnnc2SCc2ccccc2)cc1	105	2.5	0.92	1	-3	-0.4	6	9	-9	-8
O=C(NC(=S)Nc1cc(-c2nc3ccccc3[nH]2)ccc1Cl)c1ccc2c(c1)OCO2	144*	0.9	2.2	0.8	17	-0.3	-2	-7	7	-3
O=c1[nH]c(CSc2nnc(COc3ccccc3)n2-c2ccccc2)nc2ccccc12	105	0.5	1.5	1.1	-5	0.0	-7	5	-5	-1
Brc1cccc(CNCc2cccs2)c1	103	-0.2	1.2	1.1	-6	-0.4	2	8	-8	-3
CCOC(=O)CN(C(=O)CSc1nnc(-c2ccncc2)n1CCCOC)c1ccccc1	93	2.0	1.1	1	-4	0.0	13	5	-5	-3
Further structures follow.
SMILES	STAT1 activator	Redox H2O2 prof	NF-kB neuron act	FLuc stim CS	FLuc inh counter	Hsp70 act	G6PDH CS	APP 5'UTR act	APP transl inh	Efa HMGR inh
CN(C)c1nnnn1Cc1ccc(Cl)cc1Cl	96	-0.7	1.2	1.1	-6	-0.2	-7	-14	14	-1
C=CCn1c(NC(C)c2cc(Cl)ccc2O)nc2ccccc21 (stereo unspecified)	91	-0.5	0.8	1	-3	0.1	6	-6	6	2
CCCOc1c(OC)cc(Cl)cc1C1NC(=O)NC(C)=C1C(=O)NCc1ccccc1 (stereo unspecified)	102	0.6	0.9	1	-2	-0.5	4	-18	18	1
CCOC(=O)/C(=N\Nc1ccccc1Cl)N1CCN(c2ccccc2OC)CC1	94	0.2	1.6	1.1	-6	-0.3	1	-12	12	-6
Cc1ccc(SC(C)C(=O)NCc2cccnc2)cc1 (stereo unspecified)	99	2.6	1.1	1.1	-9	-0.2	2	9	-9	-3
CCCCN=C(C)C1=C(O)CSC1=O	106	1.7	1.3	1	-2	0.1	6	-2	2	-2
Cc1cc(C)cc(-c2nc(-c3ccncc3)no2)c1	128	-1.2	1.8	1	-2	-0.2	2	3	-3	-7
O=C(COC(=O)c1ccc(Cl)c(S(=O)(=O)N2CCCC2)c1)NC1CCCC1	96	1.9	1.1	1.1	-7	-0.6	4	5	-5	1
CS(=O)(=O)Nc1ccc(C(=O)NCc2ccco2)cc1	97	2.5	0.91	1.1	-5	-0.5	-6	9	-9	0
CCSc1nnc(NC(=O)c2ccco2)s1	100	0.3	1.3	0.9	8	0.1	-25	-11	11	-6
CCCCC(=O)Nc1cccc(C(=O)N/N=C/c2ccc(OC)cc2OC)c1	94	-0.3	1.2	1	3	-0.2	1	3	-3	-5
C=CSc1sc(Cl)c(N(C)C)c1[N+](=O)[O-]	88	-0.3	1.2	1	-4	-0.3	15	26	-26	6
O=C(Cc1cccs1)NCCn1ccc2ccccc21	99	-2.5	1.1	1	-5	-0.2	5	15	-15	-8
CCOC(=O)N1CCN(C(=O)c2cccc(-n3c(=S)[nH]c4cc(Cl)ccc4c3=O)c2)CC1	88	-0.5	1.2	1	1	0.1	0	-1	1	1
N#Cc1ccsc1NC(=O)COC(=O)c1ccc2ccccc2c1	112	0.2	1.8	1	-4	-0.1	2	23	-23	-3
CC(C)(C)c1nnc(NC(=O)c2cccnc2Cl)s1	100	0.1	1.1	1	5	-0.4	14	-7	7	-3
Cc1onc(-c2ccccc2Cl)c1C(=O)N1CCN(c2cccc(Cl)c2)CC1	.	-1.2	1.1	1	-2	.	-2	8	-8	0
Cc1ccc2c(N)c(C)ccc2c1	103	1.3	1.2	1	-4	-0.3	10	18	-18	0
O=C1Nc2cc(Cl)c(Cl)cc2N(O)N1c1ccccc1Cl	83	-0.5	1.4	1	-4	-0.2	10	-14	14	5
COC(=O)c1ccccc1NC(=O)/C=C/c1ccco1	112	-0.7	1	0.9	11	1.3	-10	15	-15	-2
CCCCCCOc1ccc(OC(=O)c2cccnc2)cc1	102	2.6	5.5*	1	-2	-0.1	6	-17	17	-4
CCc1cc2c(=O)c(-c3nc4ccccc4n3C)c(C(C)C)oc2c(CN2CCN(C)CC2)c1O	101	-1.0	1.2	1	-5	-0.4	0	6	-6	-3
Cc1ccc2c(CN3CCCc4ccccc43)cc(=O)oc2c1C	98	0.5	1.7	1	-2	-0.1	3	-5	4	-5
Cn1cccc1Cc1nnc(SCC(=O)Nc2ccc(F)cc2F)n1-c1ccc(F)cc1	97	-0.6	0.96	1	-3	-0.3	-2	3	-3	-1
COc1ccc2nc3oc(C(=O)NC4CCN(Cc5ccccc5)CC4)cc3cc2c1	95	-0.9	1.3	1	1	0.1	9	-5	5	-3

Some entries already given, showing only FLuc inh counter, STAT1 activator and APP 5'UTR act:
| smiles | FLuc inh counter | STAT1 activator | APP 5'UTR act |
| --- | --- | --- | --- |
| CCCCN=C(C)C1=C(O)CSC1=O | -2 | 106 | -2 |
| Cc1cc(C)cc(-c2nc(-c3ccncc3)no2)c1 | -2 | 128 | 3 |
| O=C(COC(=O)c1ccc(Cl)c(S(=O)(=O)N2CCCC2)c1)NC1CCCC1 | -7 | 96 | 5 |
| CS(=O)(=O)Nc1ccc(C(=O)NCc2ccco2)cc1 | -5 | 97 | 9 |
| CCSc1nnc(NC(=O)c2ccco2)s1 | 8 | 100 | -11 |

Next compounds.
SMILES	STAT1 activator	Redox H2O2 prof	NF-kB neuron act	FLuc stim CS	FLuc inh counter	Hsp70 act	G6PDH CS	APP 5'UTR act	APP transl inh	Efa HMGR inh
Cc1ccc(-n2c(C)cc(/C=N/NC(=O)c3ccncc3)c2C)cc1C	117	-1.5	1.7	0.8	19	-0.3	10	-8	8	-1
CS(=O)(=O)N1CCCC(C(=O)NCCCN2CCN(Cc3ccccc3)CC2)C1 (stereo unspecified)	107	-1.0	0.98	1	-4	0.0	13	-9	8	1
CC(=O)Nc1nnc(CCS(=O)(=O)c2ccc(Cl)cc2)s1	100	-1.1	1	1	-2	0.1	2	38	-38	-7
O=C(Nc1nnc(SCc2ccc(F)cc2)s1)c1cnccn1	105	-0.1	1.1	0.9	8	-0.2	-3	-3	3	-3
Cc1cccc(OCc2nc3c4c(ncn3n2)-c2ccccc2CC42CCCC2)c1	104	1.3	0.94	1	-1	-0.3	-12	1	-1	-5
Cc1[nH]c2ccccc2c1/C=C/c1nc2ccccc2c(=O)n1-c1cccc([N+](=O)[O-])c1	93	0.8	1.1	1	-4	-0.4	0	1	-1	-5
COc1cc(/C=c2\s/c(=C(/C#N)C(=O)N3CCCC3)n(-c3ccccc3)c2=O)ccc1O	105	0.9	0.36	1	-4	-0.3	-1	1	-1	6
CC(NC(=O)c1ccc(Cl)s1)C1CCCO1 (stereo unspecified)	106	-1.9	0.97	1	-3	-0.2	-1	-11	11	-4
O=C(O)C1CCCCC1C(=O)Nc1nccs1 (stereo unspecified)	94	-2.8	1	1	-4	-0.8	5	18	-18	-3
O=[N+]([O-])c1cc(S(=O)(=O)N2CCCC2)ccc1N/N=C1/CCCc2ccccc21	109	0.7	1.3	1	-4	0.1	11	-1	0	1
COc1ccccc1Oc1nc(-c2cccnc2)nc2ccccc12	102	-0.5	0.97	1	-5	-0.2	1	-25	25	-5
COc1cccc(NC(=O)CSc2nc3ccccc3c(=O)n2Cc2cccs2)c1	99	-0.2	1.4	1.1	-5	-0.2	4	-23	23	3
CSc1cc(-c2ccc(Cl)cc2)c(C(=O)NC(C)C)s1	93	2.0	1.1	1.1	-11	-0.3	8	-6	6	-2
CCN(CC)S(=O)(=O)c1cc(NC(=O)Cn2cnc3ccccc3c2=O)ccc1C	95	0.3	1.1	1.1	-8	-0.3	5	6	-6	-8
CS(=O)(=O)N(Cc1ccccc1)c1ccc(C(=O)Nc2ccc3c(c2)OCO3)cc1	98	-0.7	0.88	1	-3	-0.3	4	10	-10	-6
CCn1c2ccccc2c2cc(NC(C)=O)ccc21	102	0.2	0.93	1.1	-9	-0.6	2	7	-7	0
N#Cc1c(C(F)(F)F)cc(-c2ccc(Cl)cc2)[nH]c1=O	96	1.6	1.1	1	-3	-0.3	4	.	.	-6
COc1ccc(CCNC(=O)c2cnc3ccccn3c2=O)cc1	102	0.5	1	1	-3	0.1	10	15	-15	-5
Cc1cc(=O)n2[nH]c(-c3ccccc3)cc2n1	110	0.6	1.8	0.9	11	0.0	-1	29	-30	5
O=C(c1ccc(OCC2CCCO2)cc1)N1CCN(c2ccccc2)CC1 (stereo unspecified)	101	-0.4	1.5	1	-2	-0.1	13	8	-8	-1
